# Bioassay records: PubChem BioAssay, National Center for Advancing Translational Sciences (NCATS)
# aGal spleen mod = alpha-galactosidase A (human) modulation. P06280. human spleen homogenate, 4MU-alpha-Gal fluorescence, 40 min. Potency, µM (highest dose often 80 µM), inactives show top-dose activity change, negative = inhibition, hits mostly inhibitors. 240,000 compounds, 0.008% hits. AID 2107;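 note: 0% = enzyme with vehicle and -100% = no enzyme basal signal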
# Target sequence (P06280 32-429 limits assumed): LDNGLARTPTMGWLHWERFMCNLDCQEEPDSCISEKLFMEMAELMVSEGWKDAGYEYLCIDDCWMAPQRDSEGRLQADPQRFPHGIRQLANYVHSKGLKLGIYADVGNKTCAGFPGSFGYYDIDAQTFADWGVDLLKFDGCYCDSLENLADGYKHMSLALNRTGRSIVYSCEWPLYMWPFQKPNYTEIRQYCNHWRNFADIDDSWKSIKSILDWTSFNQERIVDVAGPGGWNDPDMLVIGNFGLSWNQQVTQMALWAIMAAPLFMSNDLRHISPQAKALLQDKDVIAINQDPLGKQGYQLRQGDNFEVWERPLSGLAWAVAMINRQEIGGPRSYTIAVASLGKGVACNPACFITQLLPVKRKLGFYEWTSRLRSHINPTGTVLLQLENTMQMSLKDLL
#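 qHTS titration in buffer at pH 5.0. Alpha-galactosidase activity in spleen homogenate was measured via 4-methylumbelliferone release from 1 mM fluorogenic substrate after 40 min at 37C and a pH 10 stop. AC50 came from Hill fits of control-normalized data.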
# GAA glycogen = inhibitors or activators of human alpha-glucosidase glycogen cleavage. recombinant GAA, glycogen substrate, Amplex Red glucose oxidase fluorescence. Potency, µM (titrated, usually from 76.4 µM), without a hit: top-dose activity change, negative = inhibition, actives largely listed as inhibitors. 300,000 compounds, 0.38% hits. AID 2100;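 note: 0% = full enzyme reaction and -100% = no-enzyme basal signal; the screen sought inhibitors and activators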
#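 Recombinant enzyme (4 nM final) with compounds titrated up to 77 uM and bovine liver glycogen (30 ug) in citrate pH 5.0, 0.01% Tween-20, 37 C 40 min. Released glucose detected by Amplex Red/glucose oxidase (Ex 573/Em 610); AC50 from Hill fits.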
# GAA inhib = blocks human lysosomal alpha-glucosidase; P10253; purified human GAA, 4-MU-alpha-glucoside fluorescence; Potency, µM (highest dose often 76.9 µM), for inactives: at the top dose activity change, negative = inhibition, hits mostly inhibitors; 200,000 compounds, 0.005% hits; AID 1466;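 note: plate controls were uninhibited enzyme wells for no effect and no-enzyme background for full effect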
#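 Human enzyme at 4 nM with 400 uM 4-methylumbelliferyl-alpha-D-pyranoside, citrate/phosphate buffer pH 5.0, 0.005% Tween-20, 20 min at room temperature. Compounds up to 77 uM. 4-MU fluorescence (Ex 365/Em 440) read after NaOH/glycine stop; AC50 from Hill fit.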
# HTT cytoprotect = Huntington cell model cytoprotection by ATP luminescence. PC12 HTT-Q103 induced, cytoprotection, ATP luminescence, 40 h. Potency, µM (highest dose often 56.4 µM), without a hit: cytoprotection (ATP increase), usual class: activators. 230,000 compounds, 0.14% hits;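 note: % of control where 0% means no effect; nearly all actives have a fitted effect of over 45% in size; toxic huntingtin expression switched on by the ecdysone agonist tebufenozide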
#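 Cells were plated at 1500 per well in phenol red-free DMEM with 5% equine and 5% calf serum. Tebufenozide (100 nM final) and compounds were added, then ATPlite reagent, and luminescence was read.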
# Tau fibril FP = tau fibrillization inhibition (FP) | K18 P301L tau heparin fibrillization, Alexa594 FP, 6 h | Potency, µM (top dose mostly 57.7 µM), without a hit: at the highest dose activity, negative = inhibition, hits mostly inhibitors | AID 1468 | 280,000 compounds, 0.39% hits; note: % is set by controls: 0 for no effect and ±100 for the full control effect; nearly all actives have a fitted effect of over 55% in size
# Target sequence (P10636 561-689 P618L limits assumed): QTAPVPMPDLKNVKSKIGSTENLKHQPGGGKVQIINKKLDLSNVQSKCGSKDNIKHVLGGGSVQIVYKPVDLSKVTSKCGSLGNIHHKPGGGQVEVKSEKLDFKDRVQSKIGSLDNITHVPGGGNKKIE
#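 Human tau K18 […] P301L fragment, 15 uM unlabeled plus 0.24 uM Alexa 594-labeled tau (final), with compound and 20 uM heparin in 100 mM sodium acetate pH 7; 6 hr at 37 C, then Alexa 594 FP read.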
# aGlu spleen mod = inhibits or activates alpha-glucosidase in human spleen homogenate; P10253; human spleen homogenate, 4-MU-alpha-glucoside fluorescence; Potency, µM (top dose mostly 79.9 µM), for the others: at the top dose activity change, negative = inhibition, actives largely listed as inhibitors; 240,000 compounds, 0.006% hits;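 note: 0% = enzyme with vehicle and -100% = no enzyme basal signal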
#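 AC50 values come from Hill-equation fits of concentration-response data, normalized to no-enzyme and full-activity controls. Enzyme source: 1 ug human spleen homogenate; 1 mM fluorogenic 4-MU glucoside, pH 5.0 citrate buffer, 37 C, 40 min.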
# Tau fluor cs = counter-screen for tau fibril formation inhibitors. tau K18 P301L Alexa594 fluorescence, heparin fibrillization. Potency, µM (doses to about 57.7 µM), for the others: top-dose activity change, negative = decrease. 280,000 compounds, 0.93% hits. AID 1463; note: % is set by controls: 0 for no effect and ±100 for the full control effect; nearly all actives have a fitted effect of over 55% in size
#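 Human K18 P301L tau (15 uM unlabeled plus 0.24 uM Alexa 594-labeled, final) in 100 mM sodium acetate pH 7 was mixed with compound and 20 uM heparin and incubated 6 hr at 37 C.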
# Tau fibril ThT = blocks human tau fibril formation measured by thioflavin T; P10636; recombinant tau K18 P301L (four-repeat tau fragment), heparin-induced fibrillization, ThT fluorescence; Potency, µM (highest dose often 57.4 µM), for the others: at the highest dose activity, negative = inhibition, actives largely listed as inhibitors; 270,000 compounds, 2.1% hits; AID 1460; note: % is set by controls: 0 for no effect and ±100 for the full control effect; nearly all actives have a fitted effect of over 55% in size
#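 K18 P301L tau (15 uM + 0.24 uM Alexa 594-tagged), heparin 20 uM, NaOAc pH 7, 6 h 37 C; ThT 30 uM, 1 h RT, ex 450/em 510 nm.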
# * marks the source's active call; other numbers are inactive results; ? = inconclusive; nt = no result given; & = joins results of further samples; [ ] = dose if it differs, or a comment. Calls come from the whole dose curve; as a rule, active = well fitted curve in the direction sought with a large enough effect; inconclusive = small, poorly fitted or top-dose-only effect, or another doubt; inactive = no such curve, though single readings can be large; an effect the other way counts as inactive or inconclusive. Potency is the fitted concentration of half-maximal effect. No enrichment for hits, and some 3.3% of all compounds hit somewhere here.
SMILES,aGal spleen mod,GAA glycogen,GAA inhib,HTT cytoprotect,Tau fibril FP,aGlu spleen mod,Tau fluor cs,Tau fibril ThT
Cn1c(CCNC(=O)c2ccco2)nc2cc(NC(=O)NC3CCCCC3)ccc21,2%,1%,1%,-10%,3%,-2%,-2%,-12%
Cc1cc(Nc2cccc(F)c2)nc(-c2ccccc2O)n1,-3%,3%,-6%,-21%,11µM*,-7%,?,-9%
COC(=O)c1cc(Br)c(=O)n(Cc2ccc(OC)c(OC)c2)c1,4%,-5%,-8%,-12%[0.074 µM],1%,0%,0%,-2%
Cc1cccc(-n2c(CNC(=O)COc3ccccc3)nnc2SCC(=O)Nc2nccs2)c1,-9%,2%,1%,-10%,-4%,1%,2%,-4%
Clc1ccc(C2[C@H]3CN(Cc4ccc(-c5ccccc5)cc4)[C@H](c4ccccc4)C34CC2(c2ccccc2)C4)cn1 (stereo partly specified),-5%&2%,0%,nt,-27%,-10%&2%,-7%&8%,-14%&16%,-11%&3%
COc1ccc(C2C(C(=O)c3ccco3)=C(O)C(=O)N2c2nnc(C)s2)cc1 (stereo unspecified),8%,14%,8%,-7%[10 µM],-5%,5%,2%,-18%
CCCN1CCN(C(=O)Cn2c(-c3cccs3)cc3cc(F)ccc32)CC1,nt,-1%[76.3 µM],nt,nt,-1%,nt,-21%,-4%
CCOC(=O)c1c(C)c(C(=O)NCc2ccc3c(c2)OCO3)c(C)n1C,2%,-11%,-9%,-14%,4%,-4%,-1%,-9%
CCOc1ccccc1C1C(C#N)=C(N)Oc2n[nH]c(CC)c21 (stereo unspecified),-3%,-11%,-4%,2%,-1%,2%,-9%,-9%
Cc1ccc(C(=O)N/C(=C\c2cccs2)C(=O)NCCCn2ccnc2)cc1,-9%,2%,4%,-3%[10 µM],5%,-6%,-8%,-8%
Cc1ccccc1NC(=S)NC(NC(=O)C(C)(C)C)C(Cl)(Cl)Cl (stereo unspecified),11%,-3%,-5%,-2%,-6%,7%,-12%,-16%
CCc1ccc2[nH]c(=O)c(CN(CCN(CC)CC)C(=S)NCc3ccco3)cc2c1,5%,0%,?,-5%[10 µM],-1%,-2%,-17%,-13%

# Seven entries already listed, sorted by count of non-hydrogen atoms, descending:
SMILES,aGal spleen mod,GAA glycogen,GAA inhib,HTT cytoprotect,Tau fibril FP,aGlu spleen mod,Tau fluor cs,Tau fibril ThT
Clc1ccc(C2[C@H]3CN(Cc4ccc(-c5ccccc5)cc4)[C@H](c4ccccc4)C34CC2(c2ccccc2)C4)cn1 (stereo partly specified),-5%&2%,0%,nt,-27%,-10%&2%,-7%&8%,-14%&16%,-11%&3%
Cc1cccc(-n2c(CNC(=O)COc3ccccc3)nnc2SCC(=O)Nc2nccs2)c1,-9%,2%,1%,-10%,-4%,1%,2%,-4%
CCc1ccc2[nH]c(=O)c(CN(CCN(CC)CC)C(=S)NCc3ccco3)cc2c1,5%,0%,?,-5%[10 µM],-1%,-2%,-17%,-13%
Cc1ccc(C(=O)N/C(=C\c2cccs2)C(=O)NCCCn2ccnc2)cc1,-9%,2%,4%,-3%[10 µM],5%,-6%,-8%,-8%
CCCN1CCN(C(=O)Cn2c(-c3cccs3)cc3cc(F)ccc32)CC1,nt,-1%[76.3 µM],nt,nt,-1%,nt,-21%,-4%
CCOC(=O)c1c(C)c(C(=O)NCc2ccc3c(c2)OCO3)c(C)n1C,2%,-11%,-9%,-14%,4%,-4%,-1%,-9%
COC(=O)c1cc(Br)c(=O)n(Cc2ccc(OC)c(OC)c2)c1,4%,-5%,-8%,-12%[0.074 µM],1%,0%,0%,-2%

# (cont.)
SMILES,aGal spleen mod,GAA glycogen,GAA inhib,HTT cytoprotect,Tau fibril FP,aGlu spleen mod,Tau fluor cs,Tau fibril ThT
COCC1CCN(Cc2cn[nH]c2-c2cc3ccccc3o2)C1 (stereo unspecified),0%,-7%,2%,-1%[10 µM],6%,5%,4%,-7%
COc1cc(/C=N/NC(=O)CSCc2ccc([N+](=O)[O-])cc2)cc(OC)c1OC,-11%,16%,-5%,-21%,2%,-14%,1%,-1%
Cc1ccc(-c2nc3[nH]c(=O)cc(NC(=O)c4cccs4)n3n2)cc1,-7%,4%,nt,-17%[10 µM],6%,-2%,-3%,nt
CC1CCCCC1NC(=O)CC1Oc2ccccc2NC1=O (stereo unspecified),4%,-3%,-2%,-10%,2%,3%,-2%,0%
COc1ccc(NC(=O)CC2C(=O)N(c3ccc(Cl)cc3)C(=S)N2CCc2ccncc2)cc1 (stereo unspecified),-5%,4%,6%,-33%,?,1%,?,-1%
O=c1c2ccccc2nc(SCc2ccccc2F)n1C1CCCC1,-4%,9%,1%,-42%[10 µM],?,-3%,-13%,-15%
Cc1ccccc1/C=C\c1nc2ccccc2c(=O)n1Cc1ccccc1,-3%,-2%,2%,14%[10 µM],2%,-3%,-8%,-7%
COC(=O)c1ccc2c(c1)S(=O)(=O)NC(=NCCCN1CCOCC1)S2,9%,1%,?,-13%[10 µM],0%,2%,1%,0%
O=C(COC(=O)c1cc[n+]([O-])cc1)Nc1ccccc1Sc1ccccc1,-20%,7%,-9%,-12%[10 µM],-1%,1%,-2%,0%
CCCC1(c2ccccc2)NC(=O)N(CC(=O)Nc2cc(S(=O)(=O)N3CCOCC3)ccc2Cl)C1=O (stereo unspecified),-13%,-2%,-4%,-5%,5%,-10%,-6%,-2%
COc1cc(/C=N/NC(=O)C(C)Nc2n[nH]c(=O)[nH]c2=O)ccc1O (stereo unspecified),0%,-21%,-2%,19%[10 µM],7%,0%,5%,-1%
Cc1ccc(C(=O)N/C(=C/c2cccs2)C(=O)N2CCCCCC2)cc1,-3%,-6%,4%,-15%,6%,1%,4%,-15%
NC(C(=O)O)[C@@H]1CC(Cl)=NO1 (stereo partly specified),-1%,nt,nt,-48%[inhibitor],-3%,4%,-5%,2%
CN(C)c1[nH]c(=O)c(C#N)c2c1CCN2Cc1ccccc1,6%,-7%,?,-1%[0.074 µM],-3%,-4%,-14%,-16%
CCN(CC)C(=O)N1CCC(NC(=O)Cc2ccccc2)CC1,4%,2%,0%,3%,3%,-19%,5%,7%
Cc1cc(C(=O)CN2C(=O)C(=O)N(C3CCCC3)C2=O)c(C)n1-c1ccc(F)cc1,1%,-5%,7%,-148%[inhibitor],-4%,0%,-8%,-14%
Cc1cc(C)cc(N2CC34C=CC(O3)C(C(=O)OCC(=O)NCc3ccco3)C4C2=O)c1 (stereo unspecified),2%,4%,-28%,7%,-1%,-3%,-8%,-14%
CCOC(=O)C1=C(C)N(c2ccc(C)cc2)C(=O)/C1=C\c1ccc(O)c(OC)c1,-7%,?,nt,7%[10 µM],?,1%,?,25µM*
CCOC(=O)CNC(=S)SC,3%,-3%,-5%,11%[10 µM],-3%,-1%,-16%,-6%
CC(C)(C)NC(=O)COC(=O)c1ccc(Cl)nc1,-2%,-11%,?,-16%,0%,-2%,-3%,7%
COC(=O)C(C)Oc1ccc(=O)[nH]n1 (stereo unspecified),-1%,-7%,-3%,-13%,-1%,-1%,-2%,1%
Cc1ccc(OCCC(=O)NCCc2ccc(S(N)(=O)=O)cc2)cc1,-8%,6%,1%,10%[10 µM],-11%,-3%,-8%,-6%
O=C(c1cccnc1)N1C2C=CC(C2)C1(C(F)(F)F)C(F)(F)F (stereo unspecified),4%,8%,1%,-5%,-6%,5%,0%,-2%
Cc1ccc(C(=O)Nc2nnc(COc3ccccc3)s2)cc1,-6%,10%,-4%,-20%[10 µM],-8%,-2%,-6%,0%
CC(=O)Oc1ccc(C(C)=O)c2c1OCCO2,-10%,5%,1%,0%,-1%,-10%,-4%,-10%
Cc1ccc2c(c1)C(=C(C#N)C#N)C(=O)N2CCN1CCCCC1,6%,6%,nt,33%[10 µM],-3%,2%,-9%,nt
CCN(CC)C(=S)SCC(=O)Nc1nc(-c2ccccc2)c(-c2ccccc2)o1,-2%,2%,4%,4%[10 µM],-7%,-3%,-18%,-3%
O=S(=O)(c1cccc2c(Cl)cccc12)N1CCCNCC1,-6%&5%&5%&6%,nt,nt,-42%[inhibitor],?,2%&1%&1%&7%,?,?
S=C(NCCc1ccccn1)NC1CCCCC1,4%,5%,3%,4%[0.074 µM],-4%,1%,4%,2%
COc1ccc(CNC(=O)c2cc3cc4cc(OC)ccc4nc3o2)cc1,nt,-13%[76.3 µM],nt,nt,?,nt,-17%,-13%
CC(C)N1C(=O)/C(=C\c2nc3ccccc3c(=O)n2-c2ccccc2)c2ccccc21,6%,3%,-4%,nt,-3%,-3%,-16%,?
C[C@@H](C(=O)Nc1ccc2ccccc2c1)[C@@H]1C[C@@]1(C)[C@@H](NS(=O)(=O)c1ccc(-c2ccccc2)cc1)c1ccccc1,14%,nt,nt,10%,?,4%,-4%,11%
CCC(=O)Nc1sc2c(c1C#N)CC(C)(C)NC2(C)C,10%,-18%,1%,4%,0%,1%,6%,12%
Cc1ccc(NC(=O)C2CC(=O)NC(Nc3cccc(C)c3)=N2)cc1 (stereo unspecified),1%,2%,-11%,-24%[0.074 µM],3%,11%,2%,-7%
Cc1ccc(-c2cc(C#N)c(=O)n(Cc3c(Cl)cccc3Cl)c2)cc1,10%,-1%,14%,-1%,4%,-4%,-6%,-3%
NC(=O)c1ccc(N2CCOCC2)nc1,6%,-18%,12%,-12%,3%,3%,-7%,2%
Cc1ccc(NC(=O)CC(O)(C(F)(F)F)C(F)(F)F)cc1,1%,-11%,-3%,-7%,-6%,0%,-12%,-10%
COC(=O)c1ccccc1NC(=O)COC(=O)CSCC(=O)N1CCOCC1,-1%,-1%,-10%,11%,0%,4%,6%,2%
COc1ccccc1N1CCN(C(CNC(=O)C2CCCCC2)c2cccnc2)CC1 (stereo unspecified),3%,2%,-7%,-27%,-1%,0%,-2%,-9%
Cc1c(=O)n(OCc2ccc(Cl)cc2)c2ccccc2[n+]1[O-],-7%,8%,6%,-30%,6%,-6%,1%,-4%
O=C(N/N=C/c1ccncc1)/C(=C/c1ccccc1)NC(=O)c1ccccc1,-2%,4%,3%,11%[10 µM],-1%,-8%,-1%,-4%
